Screens from PubChem BioAssay.
CHT PAM: human CHT allosteric activation; Q9GZV3; CHT-expressing cells, membrane potential dye, choline EC20; hits give high values; LV-AA mutant CHT in HEK293 cells; B-score at 10 µM; 310,000 compounds, 0.49% hits;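 active = initial fluorescence not abnormally high and integrated response B-score, plate-corrected, over 3 SD above library mean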
Target sequence (Q9GZV3 whole entry, looked up): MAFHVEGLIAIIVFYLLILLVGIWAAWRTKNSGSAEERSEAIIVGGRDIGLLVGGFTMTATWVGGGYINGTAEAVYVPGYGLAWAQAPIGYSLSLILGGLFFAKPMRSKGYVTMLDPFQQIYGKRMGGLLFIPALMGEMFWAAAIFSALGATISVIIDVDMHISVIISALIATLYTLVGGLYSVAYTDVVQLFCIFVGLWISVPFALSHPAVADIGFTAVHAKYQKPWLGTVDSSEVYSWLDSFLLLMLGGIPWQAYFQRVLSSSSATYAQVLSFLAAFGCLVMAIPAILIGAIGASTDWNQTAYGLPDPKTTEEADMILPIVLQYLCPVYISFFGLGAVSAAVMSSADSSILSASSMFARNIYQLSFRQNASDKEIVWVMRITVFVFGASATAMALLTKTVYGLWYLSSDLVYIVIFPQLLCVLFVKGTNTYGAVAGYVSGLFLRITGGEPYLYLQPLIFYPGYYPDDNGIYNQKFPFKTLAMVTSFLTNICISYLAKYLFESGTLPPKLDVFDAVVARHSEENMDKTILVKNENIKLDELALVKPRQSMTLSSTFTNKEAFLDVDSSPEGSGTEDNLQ
CHT block: inhibits the human high affinity choline transporter; Q9GZV3; CHT-expressing cells, membrane potential dye, choline response; hits give low values; B-score at 10 µM; 310,000 compounds, 0.86% hits; AID 488975;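 active = B-score over 3 SD under the library average, and starting fluorescence ratio not unusually high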;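 also: choline stimulus applied at its EC90 after an EC20 pre-addition; B-score computed on integrated fluorescence ratio after choline addition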
Numbers without * were called inactive; i = inactive.

The first two compounds (preview)
No.	Structure	CHT block	CHT PAM
1	Cc1ccccc1C(=O)NCC(c1ccco1)N1CCc2ccccc21 (centres undefined)	i	7.63*
2	Cc1cc(C(C)C)n2c(nc3ccccc32)c1C#N	i	i

The listing, repeating the preview:
No.	Structure	CHT block	CHT PAM
1	Cc1ccccc1C(=O)NCC(c1ccco1)N1CCc2ccccc21 (centres undefined)	i	7.63*
2	Cc1cc(C(C)C)n2c(nc3ccccc32)c1C#N	i	i
3	CC(CNC(=O)c1ccc(NC2=NC3CS(=O)(=O)CC3S2)cc1)c1ccccc1 (centres undefined)	i	i
4	Nc1nc(-c2ccccc2)c(-c2ccccc2)n1N	i	i
5	Cn1nc(C(F)(F)F)c(-c2ccc(Br)cc2)c1NC(=O)c1ccco1	i	i
6	CCn1c(SCC(=O)NCc2ccccc2)nc2ccccc2c1=O	i	i
7	COC(=O)[C@H](C)NC(=O)Nc1cccc(C(F)(F)F)c1	i	i
8	CCc1nccn1-c1cc(C(C)(C)C)nc2c(-c3ccc(Cl)cc3)cnn12	i	i
9	C/C(=N\NC(=O)c1cc(-c2cccc([N+](=O)[O-])c2)n[nH]1)c1ccc(F)cc1	i	i
10	CC(C)C(C)NC(=O)CN1C(=O)NC2(CCc3ccccc32)C1=O (centres undefined)	i	i
11	Cc1ccc(S(=O)(=O)C2(S(=O)(=O)c3ccc(C)cc3)CC2)cc1	i	i
12	CCn1c(SCC(=O)C(C)(C)C)nnc1-c1cccnc1	i	i
13	CCC(=O)n1nc(NCc2ccccc2OC)nc1NCc1ccccc1OC	i	i
14	O=c1[nH]cnc2c1nc(NCc1ccccc1)n2C1O[C@@H](CO)[C@H](O)[C@@H]1O (some centres undefined)	i	i
15	Cc1cn(S(=O)(=O)c2ccc(Br)c3ccccc23)cn1	i	i
16	Nc1ccn(-c2ccc(Cl)cc2)c(=O)c1	i	i
17	C/C(=N\NC(=O)CCc1ccc(S(=O)(=O)N2CCOCC2)cc1)c1ccc(OC(F)F)cc1	i	i
18	CCOc1cc(-c2nc(C)c(C(C)=O)n2O)ccc1OCC(=O)Nc1cccc(C)c1	i	i
19	O=C(Nc1ccc(C(F)(F)F)cn1)Nc1cccs1	i	i
20	COc1ccc2c(c1)c(C(C)=O)c(C)n2CCc1ccccc1	i	i
21	CC(=O)N1CCc2cc(N=NC3=C(O)CC(C)(C)CC3=O)ccc21	i	i
22	O=C(CCCOc1ccccc1)N1CCN(c2ccccn2)CC1	i	i
23	COc1ccc(C2=NS(=O)(=O)N(C)C(C(=O)N3CCC(C)CC3)=C2)cc1	i	i
24	CC1CCCCN1C(=O)CSc1nc2ccccc2[nH]1 (centres undefined)	i	i
25	C[C@]1(CO)CCC[C@@]2(C)C1CC[C@@H](CO)[C@@H]2CCc1ccoc1 (some centres undefined)	i	i
26	Cc1cccc(CCNC(=O)CCNS(=O)(=O)c2cc(Br)cnc2N)c1	i	i
27	CCOc1cc(/C=N/NC(=O)c2ccc3c(c2)OCCO3)cc(Br)c1O	i	i
28	Cc1ccn(CC(=O)NC2CCCN(Cc3ccc(CC(C)C)cc3)C2)n1 (centres undefined)	i	i
29	Cc1ccc(S(=O)(=O)N2CCC(C(=O)C3C(=O)CC(C)(C)CC3=O)CC2)cc1	-6.37*	i
30	Nc1nc(-c2ccc(NC(=O)c3ccco3)cc2)cs1	i	i

(further entries)
No.	Structure	CHT block	CHT PAM
31	COc1ccc(CNC(=O)c2ccc3c(c2)N(C)CCS3)cc1	i	i
32	O=C1CSC(c2ccccc2F)N1c1cc(Cl)ccc1O (centres undefined)	i	i
33	NC(=O)C1(N2CCCCC2)CCN(CC(=O)Nc2cc(Cl)ccc2Cl)CC1	i	i
34	C#CCOCCOCCOCCNc1nc(N2CCN(C(=O)[C@H]([C@@H](C)CC)n3cc([C@@H](N)CC(C)C)nn3)CC2)nc(N2CCN(C(=O)[C@H](CCCCN)n3cc([C@@H](N)CO)nn3)CC2)n1	i	i
35	Cc1ccc(S(=O)(=O)NCCC(=O)Nc2cccc(Cl)c2)cc1	i	i
36	Cc1c(NC(=O)C(C)N2CC(C)OC(C)C2)c(=O)n(-c2ccccc2)n1C (centres undefined)	i	i
37	O=C(COc1ccc2ccccc2c1)Nc1ccc2c3c(cccc13)CC2	i	i
38	Cc1coc2cc3oc(=O)cc(C)c3cc12	i	i
39	O=C(/C=C/c1ccc(O)c(O)c1)OCCc1ccccc1	i	i
40	O=C(NCc1cccnc1)c1ccc(NC(=O)c2ccc(Br)cc2)cc1	i	i
41	COC(=O)COc1cc(Br)c(/C=C2/SC(=O)N(CC(=O)N3CCCC3)C2=O)cc1OC	i	i
42	Cn1c(SCC2CCCO2)nnc1-c1cccc([N+](=O)[O-])c1 (centres undefined)	i	i
43	CCOC(=O)C1CCN(C(=O)c2ccc(N(C)S(=O)(=O)c3ccc(OC)cc3)cc2)CC1	i	i
44	Cc1nonc1CC(=O)N1CCc2c([nH]c3ccccc23)C1c1ccccc1F (centres undefined)	i	i
45	CC(NC(=O)CN1CCOCC1)c1ccc(F)cc1 (centres undefined)	i	i
46	COc1cc(CNc2ccc3[nH]c(=O)[nH]c3c2)ccc1OCc1ccc(F)cc1	i	i
47	COC(=O)CSc1nnc(-c2ccccc2OC)n1-c1ccc(C)cc1	i	i
48	CC(=O)Oc1ccc(N2C(=O)C3C4C=CC(O4)C3C2=O)cc1 (centres undefined)	i	i
49	CC1=CC(c2ccc(Cl)cc2)n2nc(NC(=O)CCCC(=O)O)nc2N1 (centres undefined)	i	i
50	CCN(CC)S(=O)(=O)c1ccc(-n2cnc3cc(C)c(C)cc32)nc1	i	i
51	COc1ccc(C(=O)CSc2cc(C)[nH]c(=O)n2)cc1	i	i
52	Cc1c(NC(=O)C(C)Sc2ncnc3ccccc23)c(=O)n(-c2ccccc2)n1C (centres undefined)	i	i
53	C/C(=N/NS(=O)(=O)c1ccc(C)cc1)c1cccc(NC(=O)c2cccc(Cl)c2)c1	i	i
54	COc1cccc(NC(=O)[C@H](C)NC(=O)N2CCn3c2nc2ccccc23)c1	i	i
55	COc1ccccc1N1C(=O)CC(Sc2nc(C)cc(C)n2)C1=O (centres undefined)	i	i
56	Cc1c(CCC(=O)O)c(=O)oc2c(C)c(OCc3cc4c(cc3Cl)OCO4)ccc12	i	i
57	CC(=O)c1c(C)[nH]c(C(=O)CSc2nc3ccccc3c(=O)n2CCCO)c1C	i	i
58	CC(=O)Nc1ccc(NC(=O)c2ccccc2F)cc1	i	i
59	COc1ccc(-c2nn(-c3ccccc3)cc2C2CC(c3cccs3)=NN2C(=O)CCCC(=O)O)cc1 (centres undefined)	i	i
60	Nc1nonc1/C(=N/O)N1CCN(CCO)CC1	i	i

(listing goes on)
No.	Structure	CHT block	CHT PAM
61	O=C(CSc1nnnn1-c1ccc(O)cc1)c1ccc(F)cc1	i	i
62	CC1=Nc2ccccc2/C1=C/c1c(N)n2c(S(=O)(=O)C(C)C)nsc2nc1=O	i	i
63	COc1ccc(NC(=O)COC(=O)C2CCC(C(C)(C)C)CC2)c([N+](=O)[O-])c1 (centres undefined)	i	i
64	Cc1cc(=O)c2ccccc2n1CC(=O)NCc1ccccc1	i	i
65	CCCCNC(=O)c1c(CSc2ccccc2)noc1C(=O)NCc1ccccc1	i	i
66	COc1ccc(C)cc1-n1c(SCC(=O)Nc2cc(C)on2)nc2ccccc2c1=O	i	i
67	Cc1nnn(C23CC4CC(CC(CC(=O)Nc5cccc(F)c5)(C4)C2)C3)n1	i	i
68	CC(C)c1ccc(/C=C/C(=O)N2CCCCCC2)cc1	i	i
69	CC(C)OC(=O)c1cn(-c2ccccc2)nc1-c1ccc2c(c1)OCCO2	i	i
70	COc1ccc(OC)c(N=c2oc3c(OC)cccc3cc2C(=O)NCc2ccco2)c1	i	i
71	COc1ccc(C(=O)COC(=O)c2ccc3ccccc3n2)cc1	i	i
72	COc1cc(C(=O)Oc2cc(N)n(S(=O)(=O)c3ccccc3)n2)cc(OC)c1OC	i	i
73	COC(=O)c1ccccc1NC(=O)Cn1cnc2cc(C)c(C)cc21	i	i
74	COc1cc(/C=C2/C(=N)N3C(=NC2=O)SN=C3S(=O)(=O)C(C)C)ccc1OC(=O)c1ccco1	i	i
75	CCOc1ccc(-c2nnc(N3CCOCC3)c3ccccc23)cc1	i	i
76	COc1ccc(COC(=O)C2=C(C)NC(=O)NC2c2ccc(OC)cc2)cc1 (centres undefined)	i	i
77	Fc1ccccc1CCNc1c2c(nc3ncnn13)CCCC2	-6.93*	i
78	COc1cc(CNC2CCCCCC2)cc(OC)c1O	i	i
79	Cc1nn(CC(=O)Nc2ccc3nc4n(c(=O)c3c2)CCCC4)c(C)c1[N+](=O)[O-]	i	i
80	Cc1cc(NC(=O)CSc2nnc(C3CC3)n2N)no1	i	i
81	O=C(CN1C2=NCCCN2c2ccccc21)c1ccc2c(c1)OCO2	i	i
82	Cc1nn(Cc2ccc(Cl)cc2Cl)c(Cl)c1/C=C/C(=O)OCC(=O)NCC(F)(F)F	i	i
83	O=C(/C=C/c1ccco1)N1CCN(S(=O)(=O)c2ccc(F)c(F)c2F)CC1	i	i
84	CCOc1ccc(N(CC(=O)NCc2ccccc2OC)S(C)(=O)=O)cc1	i	i
85	COc1cc(-c2nn3c(-c4cccnc4)nnc3s2)cc(OC)c1OC	i	i
86	COC(=O)c1cc(COC(=O)c2cccnc2SC)oc1C	i	i
87	CSc1cccc(NCc2ccc([N+](=O)[O-])cc2)c1	i	i
88	CN1CCN(C(=O)C2=C[C@@H](c3csc4ccccc34)C[C@@H](OCCCCO)O2)CC1	i	i
89	Clc1cc(Cl)cc(Nc2ncn[nH]2)c1	i	i
90	O=C1c2ccsc2SCCN1Cc1ccc(F)cc1	i	i

6 entries out of the list, sorted by SMILES length, low to high.
No.	Structure	CHT block	CHT PAM
89	Clc1cc(Cl)cc(Nc2ncn[nH]2)c1	i	i
90	O=C1c2ccsc2SCCN1Cc1ccc(F)cc1	i	i
86	COC(=O)c1cc(COC(=O)c2cccnc2SC)oc1C	i	i
75	CCOc1ccc(-c2nnc(N3CCOCC3)c3ccccc23)cc1	i	i
84	CCOc1ccc(N(CC(=O)NCc2ccccc2OC)S(C)(=O)=O)cc1	i	i
67	Cc1nnn(C23CC4CC(CC(CC(=O)Nc5cccc(F)c5)(C4)C2)C3)n1	i	i

More compounds:
No.	Structure	CHT block	CHT PAM
91	O=C(O)c1cc(NCc2ccc(F)cc2)ccc1N1CCOCC1	i	i
92	CSCCC(NC(=O)c1ccccc1)C(=O)N/N=C(\C)c1ccccc1 (centres undefined)	i	i
93	COc1ccc(C2C3=C(CCCC3=O)Nc3n[nH]c(C)c32)cc1OC (centres undefined)	i	i
94	COc1ccccc1CNC(=O)CNC(=O)[C@@H]1Cc2ccccc2CN1	i	i
95	CC1Cc2ccccc2N1C(=S)NC(=O)C1(C)CC1(Cl)Cl (centres undefined)	i	i
96	CCN(CC)CC(=O)Nc1cccc2c1C(=O)c1ccccc1C2=O	i	i
97	CN1C(=O)N(C)C(NC(=O)Nc2ccccc2)C1NC(=O)Nc1ccccc1 (centres undefined)	i	i
98	O=C(c1ccc([N+](=O)[O-])cc1)n1nc(-c2ccccc2)nc1NCc1ccc(F)cc1	i	i
99	O=C(O)/C=C/C(=O)NCC1CCC(CNC(=O)/C=C/C(=O)O)CC1 (centres undefined)	i	i
100	CC1=C(c2ccc(C(C)C)cc2)S(=O)(=O)N=C1N1CCN(C(=O)c2ccco2)CC1	i	i
101	N/C(=N\N=C\c1ccc(Br)o1)c1nonc1N	i	i
102	COc1ccc(C)cc1S(=O)(=O)N1CCN(C(=O)c2ncoc2-c2ccccc2F)CC1	i	i
103	CCn1c2ccccc2c2nnc(NN)nc21	i	i
104	CC(=O)c1c(N2CCN(Cc3ccccc3)CC2)nc(=S)n(Cc2ccccc2)c1C	i	i
105	O=C(NCCC1=CCCCC1)C1CCC(CNS(=O)(=O)c2ccccc2)CC1 (centres undefined)	i	i
106	CCc1ccc(NC(=O)C2CCCCC2C(=O)O)cc1 (centres undefined)	i	i
107	COc1ccccc1CN(C)C(=O)c1cc(C)nc2ccccc12	i	i
108	COc1ccc(CNC(=O)[C@H](Cc2ccccc2)NC(=O)C2CCN(C(=O)[C@H](C)N)CC2)cc1	i	i
109	C/C(=N\NC(=O)c1c(Cl)cnn1C)c1ccc(NC(=O)c2ccc(Br)o2)cc1	i	i
110	COc1ccc2c(c1)[C@@H]1[C@H](CO2)[C@H](c2ccccc2)[C@]2(C)C(=O)Nc3ccc(C)cc3C(=O)N12	i	i
111	Cc1cc(C(=O)N2CCN(c3ncccn3)CC2)cs1	i	i
112	Cc1ccc2oc(=O)n(Cc3ccccc3OC(C)C)c2c1	i	i
113	CCN1CCN(c2nc(N)c([N+](=O)[O-])c(Nc3cccc(C)c3)n2)CC1	i	i
114	CCC(CC)C(=O)N=C1SC2CS(=O)(=O)CC2N1CCc1ccc(OC)c(OC)c1 (centres undefined)	i	i
115	CC(=O)c1ccc(NS(=O)(=O)c2cc(-c3cnc(C4CC4)o3)ccc2C)cc1	i	i
116	Cc1cc(N2CCCC2)nc(N2C3CCC2CC(O)(c2ccc(F)cc2)C3)n1 (centres undefined)	i	i
117	O=C(C1CCCN(S(=O)(=O)c2cc(Cl)ccc2Cl)C1)N1CCCCCC1 (centres undefined)	i	i
118	O=C(Cn1c(=O)n(Cc2ccco2)c(=O)c2ccccc21)Nc1cccc(Cl)c1	i	i
119	Cc1cccc(CN2CCN(C(=O)CCl)CC2)c1	i	i
120	COC(=O)CCN(C(C)=O)c1ccc(N)cc1	i	i
121	COC(=O)c1ccc(COC(=O)CNC(=O)c2cccs2)cc1	i	i
122	O=c1/c(=C/c2ccccn2)sc2n1CN(c1ccccc1)CN=2	i	i
123	CCOC(=O)C1CCCCN1Cc1ccc(OC)c(OC)c1OC (centres undefined)	i	i

Rows are unselected; about 1.5% have a hit in one of these screens.
